Bioassay records: PubChem, National Center for Advancing Translational Sciences (NCATS)
Pol iota inh: qHTS for Inhibitors of Polymerase Iota. DNA polymerase iota (Homo sapiens), Q9UNA4. 390,000 tested, 1% active. Potency, µM (highest dose often 115 µM), without a hit: at the top dose activity, negative = inhibition, hits mostly inhibitors. Pol iota fluorescent replication assay, 10 min; further: potency means the concentration at half of the fitted maximal effect
Target sequence (Q9UNA4 whole entry, looked up): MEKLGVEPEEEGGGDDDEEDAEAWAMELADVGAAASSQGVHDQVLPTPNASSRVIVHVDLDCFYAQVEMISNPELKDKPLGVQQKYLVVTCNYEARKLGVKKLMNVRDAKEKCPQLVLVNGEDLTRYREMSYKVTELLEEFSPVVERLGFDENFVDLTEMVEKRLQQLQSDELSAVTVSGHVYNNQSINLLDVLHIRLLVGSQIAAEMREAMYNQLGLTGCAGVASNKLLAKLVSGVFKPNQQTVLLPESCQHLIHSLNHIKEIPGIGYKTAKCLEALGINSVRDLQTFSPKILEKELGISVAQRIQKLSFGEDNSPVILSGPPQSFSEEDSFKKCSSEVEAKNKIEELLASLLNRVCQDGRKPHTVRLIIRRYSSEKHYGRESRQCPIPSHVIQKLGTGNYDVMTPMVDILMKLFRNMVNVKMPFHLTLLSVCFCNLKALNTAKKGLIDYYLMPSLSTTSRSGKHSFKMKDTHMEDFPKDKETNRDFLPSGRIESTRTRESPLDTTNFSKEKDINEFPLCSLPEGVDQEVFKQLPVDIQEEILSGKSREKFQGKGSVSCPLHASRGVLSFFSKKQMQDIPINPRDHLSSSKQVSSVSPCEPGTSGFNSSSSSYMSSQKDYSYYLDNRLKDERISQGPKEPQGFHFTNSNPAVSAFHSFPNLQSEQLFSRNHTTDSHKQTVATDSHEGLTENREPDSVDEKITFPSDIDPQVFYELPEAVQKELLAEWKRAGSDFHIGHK
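Pol iota at 10 nM preincubated 15 min with compounds at room temperature; reaction started with fluorescent substrate, 50 nM final. Fluorescence read kinetically at 0 and 10 min; buffer-only wells as negative control.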
12-LOX inh: Primary qHTS assay for inhibitors of human arachidonate 12S-lipoxygenase (ALOX12): Round 2 | Polyunsaturated fatty acid lipoxygenase ALOX12 (Homo sapiens), P18054 | purified 12hLO, xylenol orange hydroperoxide absorbance | Potency, µM (titrated, usually from 108 µM), for inactives: top-dose activity change, negative = inhibition, hits mostly inhibitors | 580,000 tested, 1.1% active; further: potency means the concentration at half of the fitted maximal effect; on the % scale 0 is the no-effect control and ±100 the full control effect
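Hydroperoxide product was detected by ferrous iron/xylenol orange as the 573 to 405 nm absorbance ratio. Arachidonic acid at 40 uM (final) was turned over for 30 min at room temperature by 150 nM human 12hLO, pH 7.0 Hepes buffer, after 15 min compound preincubation.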
BLM inh: qHTS Assay for Inhibitors of Bloom's syndrome helicase (BLM); RecQ-like DNA helicase BLM (Homo sapiens), P54132; recombinant BLM DNA unwinding, fluorescence dequenching; Potency, µM (doses to about 56.1 µM), without a hit: at the top dose activity change, negative = inhibition, actives largely listed as inhibitors; 350,000 tested, 0.2% active;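 further: potency means the concentration at half of the fitted maximal effect; plate controls were vehicle for no effect and no enzyme for full effect; nearly all actives have a fitted effect of over 35% in size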
ERG-DNA inh: qHTS for Small Molecule Inhibitors of the ERG Ets/DNA interaction | 370,000 tested, 0.028% active | Transcriptional regulator ERG (Homo sapiens), P11308 | Potency, µM (top dose mostly 76.9 µM), without a hit: at the top dose FP activity, negative = inhibition, usual class: inhibitors | fluorescence polarization, His-ERG Ets domain / labelled DNA; active means well fitted inhibition curve with a large enough effect in the polarisation, with a control signal flat; inconclusive means small, poorly fitted or top-dose-only effect, or effect the other way, or a change in a side signal; inactive means no such curve, though single readings can be large or run the other way; the % refers to the polarisation;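 further: polarization taken with two DNA probes labelled with fluorescein and Texas red; potency means the concentration at half of the fitted maximal effect; % of control where 0% means no effect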
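His-tagged ERG Ets domain (1 uM in the protein solution; 300mM KCl, 50mM Tris-HCl, 1mM EDTA, 1mM DTT, pH 7.5) received compound, then a probe mix of 5 nM fluorescein-DNA and 100nM Texas-615-DNA. Fluorescence polarization was read for both dyes.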
Apoferritin bind: qHTS Assay for Identification of Novel General Anesthetics | Ferritin light chain (Equus caballus), P02791 | apoferritin/1-aminoanthracene competitive binding, fluorescence | Potency, µM (top dose mostly 77.5 µM), for the others: at the top dose activity change, negative = displacement, usual class: inhibitors | 350,000 tested, 0.074% active; further: potency means the concentration at half of the fitted maximal effect; on the % scale 0 is the no-effect control and ±100 the full control effect; nearly all actives have a fitted effect of over 20% in size
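10 uM apoferritin + 50% sat. 1-AMA, PBS; cpd 10 min RT; Ex380/Em535 endpoint; normalized to free probe vs complex; 4-param Hill fit; propofol titration as pos. ctrl.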
TRHR ag: qHTS for Small Molecule Agonists and Allosteric Enhancers of Human TRH Receptor: Primary Screen for Agonists; Thyrotropin-releasing hormone receptor (Homo sapiens), P34981; TRHR cells, calcium flux fluo-8, FDSS agonist mode; AID 493084, 2011; 360,000 tested, 0.18% active; activation, % at 2 µM; in the data active means activation above about 30%; further: 0% is about no effect
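In this calcium-flux screen, cells bearing human TRHR are dye-loaded with fluo-8, baselined for 10 cycles, then exposed to library compounds; positive kinetic calcium responses during the agonist phase mark hits, with TRH as control.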
POLB inh: qHTS Assay for Inhibitors of DNA Polymerase Beta | 340,000 tested, 1.3% active | AID 485314, 2010 | Potency, µM (titrated, usually from 114 µM), inactives show top-dose activity change, negative = inhibition, usual class: inhibitors | Pol beta primer extension/strand displacement, fluorescence kinetic | P06746; further: potency means the concentration at half of the fitted maximal effect; on the % scale 0 is the no-effect control and ±100 the full control effect
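Enzyme-only controls used 10 nM Pol beta; buffer lacking enzyme served as negative control. Compound preincubated 15 min, then 50 nM substrate added; 0 and 10 min reads at room temperature.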
APEX1 inh: qHTS Assay for Inhibitors of the Human Apurinic/apyrimidinic Endonuclease 1 (APE1); recombinant APE1, TAMRA/BHQ-2 abasic DNA cleavage fluorescence; Potency, µM (series often up to 65.8 µM), without a hit: top-dose activity change, negative = inhibition, most hits filed as inhibitors; DNA repair nuclease/redox regulator APEX1 (Homo sapiens), P27695; AID 2517, 2012; 350,000 tested, 0.35% active;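 further: potency means the concentration at half of the fitted maximal effect; plate controls were vehicle for no effect and reference inhibitor for full effect; nearly all actives have a fitted effect of over 55% in size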
Target sequence (P27695 whole entry, looked up): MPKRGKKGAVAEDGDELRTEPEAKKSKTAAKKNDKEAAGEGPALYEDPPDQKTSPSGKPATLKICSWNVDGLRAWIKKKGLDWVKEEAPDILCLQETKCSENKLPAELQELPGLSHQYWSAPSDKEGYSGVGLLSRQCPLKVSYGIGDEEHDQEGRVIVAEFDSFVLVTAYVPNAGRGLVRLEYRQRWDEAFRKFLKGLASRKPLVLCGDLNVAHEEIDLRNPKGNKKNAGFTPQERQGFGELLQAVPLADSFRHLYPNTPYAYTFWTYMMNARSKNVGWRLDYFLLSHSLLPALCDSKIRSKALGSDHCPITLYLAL
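Incision of a quenched TAMRA/BHQ-2 THF abasic-site duplex (50 nM) by 0.75 nM APE1, after 15 min compound preincubation, measured as fluorescence increase over three 60 s reads. Values normalized to buffer, DMSO and NSC13755 control wells.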
POLK inh: qHTS for Inhibitors of Polymerase Kappa; DNA polymerase kappa (Homo sapiens), Q9UBT6; purified Pol kappa, fluorescent DNA synthesis assay, 10 min; Potency, µM (top dose mostly 107 µM), for the others: at the top dose activity, negative = inhibition, actives largely listed as inhibitors; 400,000 tested, 0.53% active; further: potency means the concentration at half of the fitted maximal effect; on the % scale 0 is the no-effect control and ±100 the full control effect
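Pol kappa 10 nM + cpd, 15 min RT; start w/ substrate 50 nM final; fluorescence kinetic read, 0 and 10 min. Neg ctrl: buffer, no enzyme.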
Starred values were filed as active, the others as inactive; u = inconclusive; x = not tested or not shown; & = joins results of further samples; [ ] = remark or other dose. Unless noted, the call rests on the fitted dose curve; in most records, active means well fitted curve in the direction sought with a large enough effect; inconclusive means small, poorly fitted or top-dose-only effect, or another doubt; inactive means no such curve, though single readings can be large; an effect the other way counts as inactive or inconclusive.

SMILES	Pol iota inh	12-LOX inh	BLM inh	ERG-DNA inh	Apoferritin bind	TRHR ag	POLB inh	APEX1 inh	POLK inh
COc1ccc(C(=O)Nc2cc([N+](=O)[O-])ccc2N2CCCC2)cc1	10.5%	-18.6%	-4.5%	-2.6%	-20.2%	-0.1	1.9%	3.6%	-2.8%
CNC(=O)c1cccc(NC(=O)C(C)c2ccc3cc(OC)ccc3c2)c1 (stereo not drawn)	77.8%[activator]	-42.5%	-5.3%	3.3%	-16.2%	0.6	-7.7%	19.9%	0.0%
Cc1ccc2nc(NC(=O)CNS(=O)(=O)c3ccc(Br)s3)sc2c1	-3.9%	-7.5%	-5.4%	-8.3%	u	0.8	29.3%	-2.7%	-12.4%
Cc1ccc(C)c(N2CCN(S(=O)(=O)c3ccc(C(=O)N(C)C)s3)CC2)c1	-12.1%	-6.4%	-6.0%	6.4%	-9.1%	-0.7	-0.3%	x	-10.4%[60.1 µM]
Cc1ccc2c(=O)cc(C(=O)Nc3ccc(S(=O)(=O)N(C)Cc4ccccc4)cc3)oc2c1	13.4%	-13.4%	0.1%	-0.4%	1.6%	-1.0	-14.4%	x	4.8%
Cc1ccccc1Cn1cc(NC(=O)c2cc(-c3ccc(Cl)cc3)on2)cn1	10.3%	0.0%	-4.7%	-1.0%	-7.1%	1.2	3.1%	x	7.7%
CCOc1ccc(/C=N/NC(=O)CN2CCSCC2)cc1	3.9%	u	-14.1%	0.8%	4.0%	0.1	11.8%	7.5%	-6.1%
O=C(N/N=C/c1cc([N+](=O)[O-])ccc1O)C1C2CCCCC21 (stereo not drawn)	x	x	1.4%	x	-11.9%	-0.4	23.7%	-0.1%	x
COc1ccc(C(=O)/C=C(/C)N(C)C)cc1	3.6%	u	-1.3%	3.7%	-10.7%	-0.7	31.8%	-3.7%	-7.4%
O=C(/C=C/Nc1ccc(S(=O)(=O)Nc2ncccn2)cc1)c1cccs1	14.4%	u	1.7%	6.9%	-3.3%	-0.4	4.1%	6.3%	-10.9%
CC(=O)N1CCc2c(sc3c2c(=O)n(-c2ccccc2)c(=O)n3CC(=O)c2ccc(F)cc2)C1	4.6%	0.0%	-1.1%	-4.1%	-15.1%	-0.4	15.7%	x	-4.4%
O=C(Nc1cccc(-c2cn3cccnc3n2)c1)c1ccc2c(c1)OCO2	-39.2%	-6.8%	-5.2%	2.4%	-9.5%	0.0	u	-7.4%	-22.2%
Cc1cccc(C(=O)OCC(=O)NCC2CCCO2)c1O (stereo not drawn)	u	248.3%[activator]	x	-3.3%	x	0.5	x	-8.6%	-4.6%
CCCCCCCCCCCCCCCCOC[C@H](COP(=O)([O-])OCC[N+](C)(C)C)OC(=O)NC	x	-0.5%[12.5 µM]	0.9%	x	-9.9%	x	x	3.3%&20.4%	-3.7%[19.4 µM]
Cc1ccc(-n2ncc3c(NCCCN4CCOCC4)ncnc32)c(C)c1	15.1%	9.5%[57.4 µM]	0.9%	-10.7%	-2.1%	-0.3	7.7%	u	15.3%
CCOc1ccc(CCNC(=O)c2cc3c(C)nccc3[nH]c2=O)cc1OCC	67.2%[activator]	0.0%	0.3%	5.3%	-11.2%	-0.6	3.9%	u	-8.7%
O=C1N=C(c2ccccc2)C(c2ccccc2)N1 (stereo not drawn)	21.6%	-1.6%	-2.3%	-5.7%	-7.4%	-0.2	25.9%	-10.0%	-5.1%
COc1cc(/C=N/NC(N)=O)ccc1OC(=O)c1ccc(C)cc1	x	x	-2.5%	x	-21.0%	-0.6	39.0%	-5.9%	x
Cn1c(=O)oc2cc(S(=O)(=O)CCC(=O)Nc3ccccc3)ccc21	34.4%[activator]	-4.2%	1.1%	17.2%	-6.4%	0.6	28.7%	-2.4%	0.7%
O=C(O)c1ccc(CNCc2ccccc2Cl)cc1	-13.9%	u	-2.8%	-1.1%	-0.1%	-0.1	0.9%	-8.4%	-9.3%
CC(=O)Nc1cccc([N+](=O)[O-])c1	12.3%	5.8%	-1.4%	0.7%	-1.7%	0.7	-4.6%	-5.3%	2.1%
Cc1cc2nc(-c3ccc(NC(=O)c4cccnc4)cc3)oc2cc1C	u	0.0%	-1.6%	-11.9%	-5.2%	0.5	-21.2%	3.8%	2.1%
CC(C)CC1(C)NC(=O)N(CC(=O)Nc2ccc3c(c2)OCCO3)C1=O (stereo not drawn)	-0.7%	-5.5%	x	0.1%	x	x	x	12.1%	-18.0%
CCCCC(C(=O)NC1CCCC1)N(C(=O)c1snc(C(N)=O)c1N)c1ccc(F)cc1 (stereo not drawn)	18.3%	0.2%	-3.4%	-6.5%	1.3%	-0.7	-24.8%	48.1%[12.4 µM]	-4.9%
C=CCNC(=O)c1onc(CSc2cc(C)cc(C)c2)c1C(=O)O	-24.6%	u	-2.5%	5.2%	-6.2%	0.7	21.5%	17.2%	-14.5%
CCn1nc(C(=O)NC2=NCCS2)c2ccccc2c1=O	2.2%	-24.4%	1.2%	-0.1%	-8.1%	0.2	2.8%	2.4%	-16.6%
Cc1cc(C)cc(NC(=O)C(=O)NCC2CCCO2)c1 (stereo not drawn)	6.5%	-14.4%	-2.8%	-0.5%	-4.2%	1.1	3.2%	4.2%	-3.8%
O=C(C1CCCCN1S(=O)(=O)c1ccc(F)cc1)N1CCN(c2ccccc2F)CC1 (stereo not drawn)	82.1%[activator]	-4.3%	-1.5%	-7.9%	0.7%	0.3	0.1%	-2.5%	-20.2%
COc1cccc(NC(=O)C2CCC(CNS(=O)(=O)c3ccc4c(c3)CC(C)N4C(C)=O)CC2)c1 (stereo not drawn)	-5.3%&-17.4%	-8.7%&-16.0%	-5.1%&-3.0%	17.9%&-10.1%	-6.5%&86.9%	-0.3&-0.5	40.7%&19.1%[activator]	-4.4%	-12.1%&-9.1%
Cc1c(NC(=O)c2ccc(C(C)(C)C)cc2)cccc1[N+](=O)[O-]	0.2%	-6.8%	-5.4%	-3.1%	-14.7%	0.3	-1.5%	-2.4%	-8.4%
CCN(CC)C(=O)NC1CC2CCCC(C1)N2Cc1ccccc1 (stereo not drawn)	12.5%	-12.5%	-2.6%	-21.4%	-15.0%	0.3	42.7%	5.4%	-4.1%
O=C(c1ccc2c(c1)OCO2)C1CCCN(Cc2ccc3nsnc3c2)C1 (stereo not drawn)	5.3%	-5.7%	-6.6%	3.2%	-13.8%	-0.2	0.6%	21.3%	-3.2%
CC(C)OC(=O)/C(C#N)=C/c1ccc(-c2ccc(Cl)c(Cl)c2)o1	-25.7%	-7.3%	-0.7%	0.9%	3.9%	0.6	10.9%	x	-2.6%
COc1ccc(-c2[nH]ncc2CNC(C)CCn2cccn2)c(F)c1 (stereo not drawn)	10.0%	-0.8%	-1.2%	-9.6%	-1.5%	0.8	1.5%	-3.1%	7.8%
COc1ccc(N(CC(=O)NCc2ccco2)C(=O)CCC(=O)Nc2nccs2)c(OC)c1	-8.2%	-25.1%	0.3%	2.6%	-0.1%	0.2	-20.1%	58.8%[activator][12.4 µM]	-14.5%
COc1cc2cc(C[C@H](C)O)oc(=O)c2cc1OC	3.7%	3.9%	x	2.6%	x	0.4	x	7.4%	-4.8%
C[C@@]12C=Cc3occc3[C@H]1CC[C@@]13C[C@@H](CC[C@H]12)[C@@](O)(CO)C3	x	7.5%	3.3%	x	6.8%	x	x	-4.7%	-6.3%[60.1 µM]
O=C(NCCCN1CCCC1=O)c1cccc(S(=O)(=O)Nc2ccc(F)cc2)c1	-1.5%	-22.2%	x	16.7%	x	0.1	x	6.7%	-13.9%
COc1ccccc1C(=O)NCc1nnc(SC(C)C(=O)Nc2nccs2)n1C (stereo not drawn)	-2.9%	-16.5%	5.7%	-0.8%	4.1%	-1.0	11.5%	14.7%	-5.7%
Cc1cccc(NC(=O)Nc2ccc(F)cc2)n1	-20.7%&-18.3%	-40.7%&-19.3%	-1.6%&3.0%	-2.1%&0.1%	-5.7%&-11.4%	0.2&-1.2	20.7%&13.2%	22.9%	5.2%&-5.2%
O=C(CSCc1ccccc1)Nc1cccc(F)c1	133.2%[activator]	-18.6%	0.7%	-5.7%	-7.6%	0.5	0.1%	-2.8%	-3.9%
Cc1c(C)n(-c2ccc(Cl)cc2)c2ncnc(N)c12	-11.7%	3.5%	-1.8%	-0.1%	-6.4%	-0.2	40.3%	-10.6%	-3.5%
COc1ccc2[nH]c(=O)c(CN(CCCN(C)C)C(=O)Nc3ccc(F)cc3)cc2c1	14.9%	-7.2%	27.8%	-6.6%	-6.7%	1.9	-9.5%	1.4%	-0.9%
COc1ccc(NC(=O)CCSc2nnc(C)s2)cc1	7.7%	0.0%	-0.5%	-10.7%	-9.6%	0.0	4.8%	2.8%	-14.5%
CNc1ccc2c3c(cccc13)C(=O)N(C)C2=O	u	5.5%	2.2%	u	102.0%[activator]	261.7*	-25.0%	-28.2%	-1.5%

Only part of the results is shown. The share of hits here may be higher or lower than overall.
